Screening results deposited in PubChem by The Scripps Research Institute Molecular Screening Center.
ADAM17 inh – inhibits human ADAM17; P78536; recombinant ADAM17, EDANS/DABCYL FRET peptide cleavage; inhibition, % at 6.95 µM; 370,000 tested, 0.83% active;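 active = inhibition above the mean of compounds lying between control limits plus 3 SD, set per campaign, cut at about 8.5% in these data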;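 also: 0% = DMSO-only wells as the low control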
DAX1 inh-1 – blocks DAX1 repression of SF-1 activated StAR promoter. HEK293T StAR-luciferase reporter, SF-1/DAX-1 repression relief. inhibition, % at 6.8 µM. 370,000 tested, 1.1% active. AID 652010;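 active = inhibition above the mean over all tested compounds plus 3 SD, cut at about 3.6% in these data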;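 also: 0% = DAX-1 cells with DMSO and 100% = cells lacking DAX-1 with DMSO; higher inhibition means more luminescence from relief of DAX-1 repression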
PLCb3 inh – PLC-beta3 (human) inhibition, primary screen; Q01970; AID 720704; 370,000 tested, 0.18% active; Purified PLC-beta3, fluorogenic substrate, fluorescence; inhibition, % at 12.2 µM; in the data active = inhibition above about 11%;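 also: 0% = median of compound wells on plate and 100% = full blocker control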
hcDAF-12 act – H. contortus DAF-12 activation, primary screen. HEK293 hcDAF-12 lit1-tk-luc reporter, luminescence; 0% DMSO, 100% Δ7-dafachronic acid. activation, % at 6.8 µM. 370,000 tested, 1.4% active. AID 652067;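 active = activation above the mean of all tested compounds plus 3 SD, cut at about 5.5% in these data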;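 also: 100% = response to 3 µM Δ7-dafachronic acid high control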
DAX1 inh-2 – NR0B1 (DAX1) inhibition; P51843; AID 504766; inhibition, % at 6.75 µM; HEK293 Gal4-DAX1 luciferase reporter, luminescence; 340,000 tested, 0.99% active;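 active = inhibition above the mean over all tested compounds plus 3 SD, cut at about 4.2% in these data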;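 also: 0% = DAX1-transfected cells with DMSO and 100% = empty-vector control cells with DMSO; inhibition shows as a rise in luminescence from relieved DAX1 repression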
Target sequence (P51843 207-470 limits assumed): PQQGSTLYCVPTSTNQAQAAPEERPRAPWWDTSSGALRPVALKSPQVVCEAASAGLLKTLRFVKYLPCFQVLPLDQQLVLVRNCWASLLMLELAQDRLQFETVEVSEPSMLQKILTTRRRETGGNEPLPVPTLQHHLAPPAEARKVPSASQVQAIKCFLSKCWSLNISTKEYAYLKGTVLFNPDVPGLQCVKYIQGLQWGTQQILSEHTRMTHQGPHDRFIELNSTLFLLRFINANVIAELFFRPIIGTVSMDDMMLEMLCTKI
hgDAF-12 ag – hgDAF-12 agonism, primary luciferase screen; HEK293 GAL4-hgDAF12 UAS-luciferase reporter, agonist luminescence; normalized to butyrate control; activation, % at 6.8 µM; 370,000 tested, 1.8% active;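 active = activation above a cutoff set at the mean of all screened compounds plus 3 SD, cut at about 10% in these data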;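 also: 0% = DMSO wells and 100% = sodium butyrate wells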
sPLA2-III inh – Inhibits HGIII-sPLA2 liposome hydrolysis, primary screen. inhibition, % at 12.2 µM. QFRET BODIPY PC-A2 liposome hydrolysis, fluorescence. 370,000 tested, 0.56% active. AID 743126;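 active = inhibition above mean plus 3 SD of compounds lying within the high and low control bounds, cut at about 19% in these data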;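 also: 0% = median of test compound wells and 100% = no enzyme DMSO wells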
Target sequence (Q9NZ20 whole entry, looked up): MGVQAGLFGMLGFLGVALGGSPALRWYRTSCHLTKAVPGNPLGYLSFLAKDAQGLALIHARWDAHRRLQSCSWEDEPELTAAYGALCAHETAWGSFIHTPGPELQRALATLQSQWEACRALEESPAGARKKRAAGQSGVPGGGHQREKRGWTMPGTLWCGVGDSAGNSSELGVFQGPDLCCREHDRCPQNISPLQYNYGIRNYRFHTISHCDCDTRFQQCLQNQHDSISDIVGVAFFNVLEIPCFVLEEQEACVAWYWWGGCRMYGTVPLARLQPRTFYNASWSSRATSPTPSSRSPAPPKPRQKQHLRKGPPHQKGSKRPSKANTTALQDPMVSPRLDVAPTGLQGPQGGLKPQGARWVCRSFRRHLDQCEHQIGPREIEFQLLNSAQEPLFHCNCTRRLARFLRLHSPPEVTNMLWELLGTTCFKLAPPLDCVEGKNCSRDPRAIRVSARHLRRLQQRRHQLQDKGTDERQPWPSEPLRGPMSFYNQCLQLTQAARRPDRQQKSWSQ
ADAM10 inh – ADAM10 inhibition, QFRET primary screen; recombinant ADAM10, EDANS/DABCYL FRET peptide cleavage, 3 h; inhibition, % at 7 µM; 370,000 tested, 0.62% active; AID 720582;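 active = inhibition above a per-campaign cutoff equal to the mean of compounds falling between control-based bounds plus 3 SD, cut at about 20% in these data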;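 also: 0% = DMSO wells while the 100% control is not disclosed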
ssDAF-12 act – S. stercoralis DAF-12 activation, primary screen; HEK293 ssDAF-12/GRIP1 lit1-tk-luc reporter, luminescence; % of 3 µM dafachronic acid response; activation, % at 6.8 µM; 370,000 tested, 1% active; AID 652126;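 active = activation above the mean over all tested compounds plus 3 SD, cut at about 0.9% in these data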;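 also: 0% = DMSO-only wells and 100% = 3 µM delta7-dafachronic acid wells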
PLC-gamma1 inh – blocks human PLC-gamma1 enzyme activity; P19174; purified PLC-gamma1, fluorogenic substrate, fluorescence; inhibition, % at 12.2 µM; 370,000 tested, 0.84% active; in the data active = inhibition above about 9.5%
GAA850 FXN act – increases GAA850 frataxin promoter reporter activity; 360,000 tested, 0.56% active; AID 540364; HEK293 lucGAA850 FXN promoter luciferase reporter, 24 h; percent of 10 µM SAHA response; activation, % at 6 µM;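 active = activation above the average of all compounds screened plus 3 SD, cutoff fixed separately per campaign, cut at about 7.5% in these data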;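 also: 0% = DMSO wells and 100% = 10 µM SAHA wells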
* = called active by the depositor; x = not tested or not shown.

Fields: ADAM17 inh, DAX1 inh-1, PLCb3 inh, hcDAF-12 act, DAX1 inh-2, hgDAF-12 ag, sPLA2-III inh, ADAM10 inh, ssDAF-12 act, PLC-gamma1 inh, GAA850 FXN act
Cc1ccnc(SCC(=O)Nc2sc3c(c2C#N)CCCC3)n1
    -1, -1.8, 1, -3.3, -3.7, -5.0, 5, 1, -2.0, 4, -4.7
CCOC(=O)CSc1nc(C)c2cc(OC)ccc2n1
    -113, -0.8, -35, -1.1, 0.2, 4.2, -1, -318, -1.2, -27, 2.4
O=c1oc2ccccc2c(Cl)c1CN1CCCCC1
    -4, -0.3, -1, -1.6, 2.0, -1.6, -3, -5, 0.1, -2, 2.3
CCCCOc1ccc(/C(O)=C2/C(=O)C(=O)N(CCCOC)C2c2ccncc2)cc1C (stereo not given)
    -3, -0.2, -8, -0.6, -0.1, 2.8, -10, -8, -0.6, -8, 2.5
CCOC(=O)c1cccc(NC(=O)CN(C)S(=O)(=O)c2ccc(Br)s2)c1
    0, -0.7, 0, -1.5, x, -1.9, -15, 3, -2.0, 2, x
CC1CC(C)CN(C(=O)C(C)N2CCN(S(=O)(=O)c3ccc(C(F)(F)F)cc3)CC2)C1 (stereo not given)
    -1, 0.9, -3, -0.7, -0.5, 1.3, -4, 9, -1.4, -4, -1.9
CC(C)(CNC(=S)NCCc1ccccc1)CNC(=S)NCCc1ccccc1
    5, -0.8, 1, -2.1, -1.3, -1.6, -31, 17, -1.5, 1, -1.2
Cc1ccc(C(=O)O/N=C/C2=C(Cl)c3ccccc3CC2)cc1
    -7, 0.3, -3, -1.1, 0.2, -1.9, 1, 2, -1.3, 2, 0.9
CCCCn1c(SCC(N)=O)nnc1-c1ccco1
    6, 0.1, -2, -0.9, -0.5, 2.1, 3, 7, -1.6, 5, -4.0
NC(=O)[C@@H]1CC2(CC(c3cccc(NC(=O)COc4ccc(Cl)cc4)c3)=NO2)CN1C(=O)COc1ccc(Cl)cc1 (stereo not given in full)
    3, -1.9, 2, -4.5, -3.4, -1.4, -37, 8, -2.2, 1, -2.3
Cc1cccc(NC(=O)Cn2cnc3c(oc4ccccc43)c2=O)c1
    -1, 0.5, -4, 1.7, 1.3, 4.0, 1, -29, -0.4, -2, -0.4
Cc1noc(C)c1NC(=O)Nc1cccc2c1O[C@H](CN(C)S(=O)(=O)c1ccc(F)cc1)[C@@H](C)CN([C@H](C)CO)C2=O
    11*, 0.7, 5, -0.7, 1.5, 1.2, 5, 3, -1.1, 8, 1.6
CC(C)CNC(=O)c1ccc(Cl)c(Cl)c1
    -8, -0.6, -1, -2.9, 0.1, -1.1, -3, -1, -0.8, -3, 0.7
CCOC(=O)c1[nH]c(C)c(C(=O)Nc2ccc3c(c2)OCCO3)c1C
    -1, -1.2, 0, -2.9, -1.2, -2.0, 0, -1, -2.1, 1, -3.4
C[C@H](Nc1ncnc2sc3c(c12)CCC3)C(=O)O
    -4, 0.1, 0, -1.6, 0.5, 2.0, 3, -11, -0.8, 2, 0.1
O=C(CNC1CC1)Nc1cc(C(F)(F)F)ccc1Cl
    1, 0.8, -4, -1.5, -0.5, 3.1, 1, 4, -1.3, -1, 1.2
CCOC(=O)N1CCC(N(CCOC)C(=O)Nc2ccc(CC)cc2)CC1
    -2, 0.3, 0, -0.8, 0.0, 0.5, -3, 4, -1.3, 3, 1.9
N#CCC(=O)Nc1ccc(C(=O)NNC(=S)NC2CC2)cc1
    -4, 1.6, -8, 0.8, -0.4, -1.9, -3, -5, -1.5, -3, -4.0
O=C(COC(=O)Cc1ccc(S(=O)(=O)N2CCOCC2)s1)Nc1ccccc1Cl
    -3, -0.5, -17, 0.6, 0.2, 2.3, -30, -15, -0.9, -11, 0.7
Cc1ccc(-n2c(C)nc3c(cnn3-c3ccc(F)cc3)c2=O)cc1
    -2, -0.9, 1, -0.5, -0.3, 0.7, 3, -4, -1.2, -1, -3.4

Remaining list, next part.
Fields: ADAM17 inh, DAX1 inh-1, PLCb3 inh, hcDAF-12 act, DAX1 inh-2, hgDAF-12 ag, sPLA2-III inh, ADAM10 inh, ssDAF-12 act, PLC-gamma1 inh, GAA850 FXN act
CN(C)/C=C(\C(=O)c1ccccc1)c1nnnn1-c1ccc(F)cc1
    -4, 0.4, -5, 0.2, 0.7, -1.1, -20, -1, -1.4, 1, -1.3
COC1OC(COC(=O)CNC(=O)OC(C)(C)C)C(O)C(O)C1O (stereo not given)
    -3, -0.8, 1, 0.6, 0.9, -3.7, 5, -6, -1.1, 0, -0.1
COC(=O)c1ccccc1NC(=O)c1noc2c1CCCC2
    2, 0.1, 2, 1.4, -1.4, 7.2, 0, 3, -1.1, 3, 3.0
Cc1ccc(S(=O)(=O)N(CC(=O)N2CCc3ccccc3C2)c2ccc(Cl)c(Cl)c2)cc1
    -2, 0.2, 2, -1.3, -1.8, 1.5, -3, 5, -0.8, 1, -0.9
COC(=O)N1CCCCC1c1cc(C(=O)NCc2cccnc2)no1 (stereo not given)
    -4, -0.3, -1, 0.1, x, -0.7, -4, -3, -1.0, -1, 0.9
Cc1ccc(S(=O)(=O)Oc2ccccc2[N+](=O)[O-])cc1
    0, -0.3, 4, -1.6, -0.5, 5.7, -8, 6, -1.2, 0, 1.1
C#CC[N+]1(CC#Cc2cccc(C)c2)CCCCC1
    -3, -0.5, -3, -0.7, 0.0, 2.7, 7, -8, -1.4, -2, 0.0
COCCCn1cnc2c(c1=O)c1nc3ccccc3nc1n2-c1ccccc1
    -37, -0.1, -93, -0.2, 0.7, -0.5, 3, -120, -0.8, -74, -1.8
Cc1ccc(CNC(=O)C(=O)NCC2OCCN2S(=O)(=O)c2ccc(Cl)cc2)cc1 (stereo not given)
    -4, -4.0, -7, -1.8, -0.6, 0.4, 7, 2, -1.2, 0, -1.5
CCC1CCCCN1CCCNC(=O)CN1C(=O)CSc2ccc(S(=O)(=O)N3CCC(C)CC3)cc21 (stereo not given)
    0, 0.1, -4, -1.8, 1.0, 1.6, -3, -3, -0.7, 0, 0.6
CC1CCc2nc(/C(C#N)=C/c3cccnc3)sc2C1 (stereo not given)
    -30, 3.8*, -117, 7.1*, 6.4*, 13*, -10, -60, 0.3, -120, 0.1
O=C(CN1C(=O)COc2ccc(S(=O)(=O)N3CCCCC3)cc21)NCc1ccccc1Cl
    -1, -0.7, -6, 0.8, 0.2, 0.8, 6, 2, -1.5, -1, 1.4
CCCCCn1c(=O)[nH]c2cc(C(=O)NCCc3ccc(OC)c(OC)c3)ccc2c1=O
    -2, 0.1, 1, -1.6, 0.2, -1.1, 3, 0, -1.2, 2, 0.5
CC1(C)N=C(c2ccc(Cl)cc2Cl)C(=O)N1
    -3, -0.8, -3, -1.2, 0.5, -1.4, 10, -3, -1.2, -3, 0.0
O=C(COC(=O)c1ccccc1Cc1ccccc1)NC1CCS(=O)(=O)C1 (stereo not given)
    0, 0.9, -5, -1.8, 0.3, 0.1, -5, 1, -1.2, 1, 1.6
COc1ccc(NC2CCCN(C(=O)CN3CCOC3=O)C2)cc1 (stereo not given)
    -1, -1.7, -3, -0.7, 0.8, -4.0, 2, -6, -1.1, 3, 1.7
Cc1ccc(-n2c(SCC(=O)Nc3ccccc3-c3ccccc3)nnc2-c2cnccn2)cc1
    1, -0.6, -2, -3.7, x, -3.1, 8, -8, -1.3, 2, x
NS(=O)(=O)c1ccc(NC(=O)CSc2nc3c(cnn3-c3ccccn3)c(=O)[nH]2)cc1
    1, 1.3, 0, 1.6, -0.1, -0.6, -1, -4, -0.3, 0, 1.7
CCN(CC)C(=O)C1CCCN(C/C=C/c2ccccc2[N+](=O)[O-])C1 (stereo not given)
    -1, 0.2, -7, -0.2, 1.7, 1.1, 4, -12, -0.2, 2, 1.6
COc1ccc2cc(CCl)c(Cl)nc2c1
    -3, -0.1, -12, -0.9, -0.6, 5.3, -1, -16, -0.9, -7, 2.8

Additional results
Fields: ADAM17 inh, DAX1 inh-1, PLCb3 inh, hcDAF-12 act, DAX1 inh-2, hgDAF-12 ag, sPLA2-III inh, ADAM10 inh, ssDAF-12 act, PLC-gamma1 inh, GAA850 FXN act
Cc1ccc(NC(=O)CN2C(=O)N/C(=C/c3cccn3-c3ccc(C(=O)O)cc3)C2=O)cc1
    0, -0.2, -5, 5.6, -0.7, 0.7, -22, -1, -1.4, 3, 3.6
COC(=O)c1sc(N)c(C(=O)OC)c1COC(=O)CCNS(=O)(=O)c1ccc(C)cc1
    -1, -1.9, -1, -2.5, -1.6, -2.0, -47, 0, -1.6, 0, 0.3
CN(C)CCOc1ncnc2c1oc1ccccc12
    1, 0.8, 1, -1.2, 1.9, 3.6, 0, 4, -0.2, -1, 3.8
Cc1csc(NC(=O)CSc2nncc(=O)n2N)n1
    -5, 1.6, -4, 0.5, 1.7, 5.2, 4, -1, -1.8, -2, 0.3
Cc1nc2c(oc3ccccc32)c(=O)o1
    -4, 1.4, -13, 6.1*, 2.3, 14*, -1, -7, 0.0, -7, 5.8
CCCCOCCCNC(=O)C[C@@H]1C[C@@]2(C(=O)OC)CC(C)(C)CC=C2N(Cc2ccc3c(c2)OCO3)C1=O
    4, 0.3, 4, -2.9, x, 2.5, -10, 5, -1.4, 0, x
CCn1c(CN2c3ccccc3Sc3ccccc32)n[nH]c1=S
    6, -0.1, -10, -2.1, -1.6, -0.7, 6, 8, -1.8, 2, -0.3
Cn1nc(C(=O)NCc2cccc(F)c2)cc1C(=O)NCc1cccc(F)c1
    0, -0.3, 0, -2.7, -0.6, 1.0, -13, 5, -1.8, 4, -0.8
O=C(N/N=C/c1ccccc1[N+](=O)[O-])C(=O)N1CCCC1
    -1, 0.8, 3, 1.4, 3.5, 7.4, 7, 5, -0.5, 1, 1.8
O=C(NCc1cccnc1)c1ccc2sc([C@@H]3O[C@H](CO)[C@H](O)[C@H](O)[C@H]3O)nc2c1
    -1, 0.5, -1, 1.1, x, 0.2, -1, -3, 0.9*, 0, 2.1
Cc1nc(NC(=O)C(C)(C)C)sc1C(=O)Cn1cc(-c2ccc(C(C)(C)C)cc2)nn1
    -2, 0.5, 0, -0.6, x, -0.6, -31, -11, -0.1, -3, x
COc1cccc(-c2ccc(NC(=O)C3CCCN(Cc4cnn(C(C)C)c4)C3)cc2)c1 (stereo not given)
    0, -3.4, -6, -2.9, -0.9, -4.2, -31, 6, -1.6, 2, -1.7
O=C1CC2(CCN(C(=O)C(=O)c3c[nH]c4ccccc34)CC2)Oc2ccccc21
    -15, -0.4, -13, -0.7, 0.3, -2.2, -20, -47, -1.0, -6, -2.3
O=C(N/N=C/C=C\c1ccco1)c1ccccn1
    -1, -0.1, -22, 1.9, 1.8, 4.4, -7, -6, -0.1, -9, 7.7*
NS(=O)(=O)c1ccc(NNC(=O)c2ccc(Br)o2)c([N+](=O)[O-])c1
    0, -0.5, 3, -0.2, -1.2, -1.4, 15, -11, -0.9, 6, 1.8
COc1ccc(-c2nc(C#N)c(N3CCN(c4cccc(Cl)c4)CC3)o2)cc1OC
    -1, 0.3, 0, -0.3, 0.3, 0.1, -2, -7, -1.0, 3, 0.8
CC1=NN(C(=O)c2ccc(Br)cc2)C(O)(C(F)(F)OC(F)(F)F)C1 (stereo not given)
    -3, -0.3, -5, 0.5, 0.4, -0.4, 1, 2, -1.6, -5, -0.5
